Pol eta inh = qHTS for Inhibitors of Polymerase Eta; DNA polymerase eta (Homo sapiens), Q9Y253; recombinant Pol eta, fluorescent DNA replication assay; Potency, µM (highest dose often 114 µM), inactives show at the top dose activity change, negative = inhibition, hits mostly inhibitors; 1.2% of 390,000 active; AID 588591, 2011; note: % is set by controls: 0 for no effect and ±100 for the full control effect
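Fluorescent replication assay: 50 nM final substrate added after a 15 min room-temperature compound preincubation with 10 nM enzyme. Signal taken at 0 min and again at 10 min.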
G9a block = qHTS Assay for Inhibitors of Histone Lysine Methyltransferase G9a; 8.8% of 350,000 active; Histone-lysine N-methyltransferase EHMT2 (Homo sapiens), Q96KQ7; Potency, µM (series often up to 102 µM), inactives show at the highest dose activity, negative = inhibition, most hits filed as inhibitors; AID 504332, 2011; G9a H3K9 monomethylation, AlphaScreen, 2 h; note: % is set by controls: 0 for no effect and ±100 for the full control effect; nearly all actives have a fitted effect of over 75% in size
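G9a (20 nM) was preincubated 15 min with compound, then reacted 2 h at room temperature with 500 nM biotin-H3K9 peptide and 20 µM SAM. Monomethyl-H3K9 detected by AlphaScreen using anti-H3K9me1 antibody.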
POLB inh = qHTS Assay for Inhibitors of DNA Polymerase Beta; P06746; Pol beta primer extension/strand displacement, fluorescence kinetic; Potency, µM (top dose mostly 114 µM), inactives show top-dose activity change, negative = inhibition, usual class: inhibitors; 1.3% of 340,000 active; AID 485314, 2010; note: % is set by controls: 0 for no effect and ±100 for the full control effect
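Human Pol beta at 10 nM; strand-displacement substrate 50 nM final. Compound exposure 15 min at room temperature before start, reaction 10 min at room temperature.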
POLK inh = qHTS for Inhibitors of Polymerase Kappa; DNA polymerase kappa (Homo sapiens), Q9UBT6; purified Pol kappa, fluorescent DNA synthesis assay, 10 min; Potency, µM (top dose mostly 107 µM), inactives show at the highest dose activity, negative = inhibition, usual class: inhibitors; 0.53% of 400,000 active; AID 588579, 2011; note: % is set by controls: 0 for no effect and ±100 for the full control effect
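Fluorescent qHTS in 1536-well format: enzyme (10 nM) and compound sat 15 min at room temperature before 50 nM substrate (final) was added. Signal taken at 0 and 10 min; no-enzyme buffer wells were negative controls.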
Apoferritin bind = qHTS Assay for Identification of Novel General Anesthetics; 0.074% of 350,000 active; apoferritin/1-aminoanthracene competitive binding, fluorescence; Ferritin light chain (Equus caballus), P02791; Potency, µM (highest dose often 77.5 µM), for the others: at the highest dose activity change, negative = displacement, usual class: inhibitors; note: % is set by controls: 0 for no effect and ±100 for the full control effect; nearly all actives have a fitted effect of over 20% in size
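Apoferritin-based anesthetic binding model; compound displacement of fluorescent 1-AMA measured as endpoint fluorescence after 10 minutes at room temperature, scaled to free-ligand and complex controls.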
APE1 inh = qHTS Assay for Inhibitors of the Human Apurinic/apyrimidinic Endonuclease 1 (APE1); DNA repair nuclease/redox regulator APEX1 (Homo sapiens), P27695; recombinant APE1, TAMRA/BHQ-2 abasic DNA cleavage fluorescence; AID 2517, 2012; 0.35% of 350,000 active; Potency, µM (titrated, usually from 65.8 µM), for inactives: at the highest dose activity change, negative = inhibition, hits mostly inhibitors;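 note: plate controls were vehicle for no effect and reference inhibitor for full effect; nearly all actives have a fitted effect of over 55% in size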
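Step 1: APE1 (0.75 nM) with compound, 15 min RT. Step 2: add 50 nM fluorophore/quencher THF duplex. Step 3: three fluorescence reads 60 s apart (525/598 nm); read 3 minus read 1 = reaction progress.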
BLM helicase inh = qHTS Assay for Inhibitors of Bloom's syndrome helicase (BLM). AID 2528, 2010. recombinant BLM DNA unwinding, fluorescence dequenching. Potency, µM (highest dose often 56.1 µM), without a hit: at the top dose activity change, negative = inhibition, hits mostly inhibitors. RecQ-like DNA helicase BLM (Homo sapiens), P54132. 0.2% of 350,000 active;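 note: plate controls were vehicle for no effect and no enzyme for full effect; nearly all actives have a fitted effect of over 35% in size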
BAZ2B block = qHTS Assay for Inhibitors of BAZ2B. Bromodomain adjacent to zinc finger domain protein 2B (Homo sapiens), Q9UIF8. AlphaScreen BAZ2B-H3K14Ac peptide displacement. Potency, µM (top dose mostly 114 µM), for the others: at the top dose activity change, negative = inhibition, usual class: inhibitors. 4.4% of 360,000 active; note: % is set by controls: 0 for no effect and ±100 for the full control effect; nearly all actives have a fitted effect of over 60% in size
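BAZ2B 50 nM plus b-H3(5-23)K14Ac 50 nM, PBS pH 7.4/0.01% Tween-20, 30 min RT; compound added (max 110 uM), 30 min RT; streptavidin donor/Ni-chelate acceptor beads 10 ug/mL final, 20 min dark; AlphaScreen read.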
POLI inh = qHTS for Inhibitors of Polymerase Iota. DNA polymerase iota (Homo sapiens), Q9UNA4. Pol iota fluorescent replication assay, 10 min. Potency, µM (titrated, usually from 115 µM), for inactives: top-dose activity, negative = inhibition, usual class: inhibitors. 1% of 390,000 active. AID 588590, 2011
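Fluorescent replication assay read twice, at 0 min and 10 min after adding 50 nM (final) substrate. Enzyme (10 nM) and compounds were first incubated 15 min at room temperature; enzyme-free buffer wells were negative controls.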
* hit, by the source's call; ? = inconclusive; . = not tested or not shown; [ ] = remark or other dose. Calls come from the whole dose curve; as a rule, active = well fitted curve in the direction sought with a large enough effect; inconclusive = small, poorly fitted or top-dose-only effect, or another doubt; inactive = no such curve, though single readings can be large; an effect the other way counts as inactive or inconclusive. Potency is the fitted concentration of half-maximal effect. Only part of the results is shown; the hit share may differ from the screen's.

no.	mol	Pol eta inh	G9a block	POLB inh	POLK inh	Apoferritin bind
1	COc1ccc(NC(=S)N2CCN(CCN=CC3=C(O)CC(c4ccccc4)CC3=O)CC2)cc1 (stereo unspecified)	-5%	4%[59 µM]	84%	-8%	-10%
2	Cc1ccc(N2C(=O)N3[C@H](c4cccc(C)c4)[C@@H]4C(=O)N(Cc5ccccc5)C(=O)[C@@H]4[C@]3(C)C2=O)cc1	-8%	-50%[2.33 µM]	.	-6%	.
3	C=CCN(C(=O)CNC(=O)c1ccco1)C(C(=O)NC1CCCCC1)c1ccccc1 (stereo unspecified)	-8%	-6%[2.33 µM]	32%	1%	-16%
4	Cc1ccc(Nc2c(C(C)C)c(C)c(C#N)c3nc4ccccc4n23)cc1	-5%	41%[59 µM]	-15%	-8%	-9%
5	COC(=O)c1ccc(C(=O)OC)c(NC(=O)CN2CCN(c3ccccc3OC)CC2)c1	-11%	-26%[12.7 µM]	-14%	-12%	-5%
6	Cc1cc(C)n(CCCC(=O)O)n1	14%	.	-2%	-5%	-2%
7	CCNC(=O)NC(=O)CSc1cccc(C(F)(F)F)c1	-8%	-4%[59 µM]	54%	6%	?
8	CCc1nnc(SCC(=O)Nc2nccs2)n1CC	2%	-2%	-26%	-10%	0%
9	CC(=O)Cc1nsc(Nc2ccc(F)cc2)n1	-14%	-6%	1%	0%	-5%
10	CC1=C(C(=O)OCC(Br)(Br)Br)C(c2ccc(Br)cc2)NC(=O)N1CCCC(=O)O (stereo unspecified)	.	-95%	13%	.	-3%

no.	APE1 inh	BLM helicase inh	BAZ2B block	POLI inh
1	3%	-2%	-7%	9%
2	-7%	.	-17%	4%
3	-3%	-2%	6%	2%
4	.	-21%	9%	2%
5	-1%	-1%	-1%	25%
6	1%	-4%	-11%	60%[activator]
7	11%	-2%	1%	22%
8	12%	-7%	-12%	28%
9	-1%	0%	-1%	122%[activator]
10	3%	-10%	-10%	.

Values in list order from the entries so far:
APE1 inh, nos. 1 to 9 → 3%, -7%, -3%, ., -1%, 1%, 11%, 12%, -1%
POLI inh, nos. 1 to 9 → 9%, 4%, 2%, 2%, 25%, 60%[activator], 22%, 28%, 122%[activator]

An excerpt of these results, with the structure last.
nr | Pol eta inh | G9a block | POLB inh | POLK inh | Apoferritin bind | APE1 inh | BLM helicase inh | BAZ2B block | POLI inh | SMILES
5 | -11% | -26%[12.7 µM] | -14% | -12% | -5% | -1% | -1% | -1% | 25% | COC(=O)c1ccc(C(=O)OC)c(NC(=O)CN2CCN(c3ccccc3OC)CC2)c1
9 | -14% | -6% | 1% | 0% | -5% | -1% | 0% | -1% | 122%[activator] | CC(=O)Cc1nsc(Nc2ccc(F)cc2)n1

Later entries
no.	mol	Pol eta inh	G9a block	POLB inh	POLK inh	Apoferritin bind
11	Nc1cccc(CCc2nc3cc4ccccc4cc3[nH]2)c1	-22%	-19%	10%	-12%	-12%
12	Cc1nn(CCCC(=O)NCc2ccccc2Cl)c(=O)c2nccn12	-20%	.	10%	-14%	-3%
13	COCCNC(=O)c1ccc(NS(=O)(=O)c2ccc3[nH]c(=O)[nH]c3c2)cc1	-8%	24%	60%	-11%	4%
14	O=C(Cc1c(Cl)cccc1Cl)Nc1ccncc1Cl	-3%	.	9%	2%	-2%
15	COC(=O)[C@]1(Cc2ccccc2)N[C@H](CN(C)S(=O)(=O)c2ccc(OC)cc2)[C@@H]2C(=O)N(C)C(=O)[C@@H]21	4%	.	.	-8%	.
16	CCc1sc(NC(=O)COC)nc1-c1ccccc1	3%	35µM*	-7%	-2%	-9%
17	CSc1ccc(C2c3[nH]c4ccccc4c3CCN2C(=O)c2cc(C)n(C)n2)cc1 (stereo unspecified)	.	.	9%	.	-4%
18	CC(C)Cn1c(SCC(=O)NC(=O)Nc2ccc3c(c2)OCCO3)nc2ccccc2c1=O	-3%	10%	21%	-4%	-20%
19	CC(C)(C)c1nnc(NC(=O)C2CCN(c3ncccn3)CC2)s1	-11%	-8%[59 µM]	-29%	2%	-3%
20	CCN1CCN(c2ccc(NC(=O)COc3ccc([N+](=O)[O-])cc3)cc2)CC1	-8%	?	35%	-9%	-10%

no.	APE1 inh	BLM helicase inh	BAZ2B block	POLI inh
11	-2%	-4%	?	0%
12	16%	1%	9%	25%
13	35%	6%	5%	16%
14	-2%	-5%	-8%	37%[activator]
15	11%	.	.	-1%
16	-3%	-6%	3%	-7%
17	-6%	-11%	?	.
18	3%	-2%	9%	34%[activator]
19	-1%	-2%	8%	27%
20	-4%	2%	-24%	18%

Continued.
no.	mol	Pol eta inh	G9a block	POLB inh	POLK inh	Apoferritin bind
21	CC(=O)Nc1cc2c(nc1C)nc(C)n2Cc1ccc(Br)cc1	-10%	?	?	4%	12%
22	COc1ccc2cc(Br)ccc2c1CC(=O)N1CCCC1	1%	9%	1%	-4%	-14%
23	CCOc1ccc(OCC)c(NC(=O)C2CCCN(S(=O)(=O)c3cnc[nH]3)C2)c1 (stereo unspecified)	-4%	-4%	41%	8%	1%
24	O=C(Nc1nccs1)c1ccccc1[N+](=O)[O-]	-4%	20%	28%	-11%	5%
25	CCc1ccc(N=Nc2ccc(O)c3[nH]cnc23)cc1	-3%	1%[0.501 µM]	.	-16%	.
26	O=C(Nc1cccc([N+](=O)[O-])c1)c1ccn[nH]1	-5%	1%[59 µM]	32%	-5%	-9%
27	O=C(C1CCN(S(=O)(=O)c2ccccc2)CC1)N(CCc1ccccc1)Cc1ccco1	8%	?	-29%	-7%	30%
28	O=C1CCC(=O)N1CCOP1(=O)COc2ccccc2OC1	-6%	11%[59 µM]	30%	-3%	-8%
29	Cc1cc(NC(=O)Cc2cccs2)no1	22µM*	?	8.9µM*	22µM*	-1%
30	COC(=O)Cn1cc(/C=N/NC(=O)COc2cccc3cccnc23)c2ccccc21	-6%	?	?	-9%	-6%

no.	APE1 inh	BLM helicase inh	BAZ2B block	POLI inh
21	15%	4%	7%	-11%
22	59%	-18%	-2%	64%[activator]
23	10%	-3%	12%	23%
24	0%	0%	-5%	163%[activator]
25	14%	.	?	61%[activator]
26	3%	-4%	-9%	124%[activator]
27	-4%	-1%	0%	6%
28	-2%	-11%	23%	8%
29	28µM*	?	45µM*	7.9µM*
30	13%	3%	-15%	-11%

New compounds follow
no.	mol	Pol eta inh	G9a block	POLB inh	POLK inh	Apoferritin bind
31	CCOC(=O)C1CCCN(C(=O)Cn2nc(CC)n3c(cc4occc43)c2=O)C1 (stereo unspecified)	2%	-16%[59 µM]	24%	-5%	-16%
32	COc1ccc(Cl)cc1N(C(C)C(=O)NC1CCCC1)S(C)(=O)=O (stereo unspecified)	-14%	-11%	8%	-17%	-6%
33	CCOc1ccc(S(=O)(=O)N2CCC(c3ccncc3)CC2)cc1	3%	?	14%	-1%[60.1 µM]	-14%
34	COc1cccc(CNC(=O)Cc2ccc(NC(=O)N3CCCCc4ccccc43)cc2)c1OC	-9%	-1%[59 µM]	-3%	-4%	4%
35	COc1cccc(CC(=O)Nc2nccs2)c1	-4%	8%[59 µM]	9%	-12%	-12%
36	Cc1ccc(OCC(=O)Nc2sc3c(c2C#N)CCC3)cc1	-9%	-6%[59 µM]	29%	-7%	3%
37	O=c1cc(-c2ccccc2Cl)oc2c(NS(=O)(=O)c3ccccc3OC(F)(F)F)ccc(O)c12	-20%	27%[59 µM]	3%	2%	?
38	CC(Oc1ccc2c3c(c(=O)oc2c1)CCC3)C(=O)NCCCn1ccnc1 (stereo unspecified)	-10%	37%[activator]	21%	11%	-7%
39	COc1cc(C(=O)NCCNC(=O)c2cnccn2)cc(OC)c1OC	-17%	?	-3%	8%	2%
40	CC(C)c1ccc(N2C(=O)CC(Sc3nc4ccccc4o3)C2=O)cc1 (stereo unspecified)	-7%	45µM*	47%	-5%	?
41	CCCCC(CC)CNC(=O)CN1C(=O)NC2(CCc3ccccc32)C1=O (stereo unspecified)	-8%	5%	30%	-8%	4%
42	Cc1cc(C(=O)NCc2ccco2)no1	-9%	6%[2.33 µM]	-19%	-5%	-3%

no.	APE1 inh	BLM helicase inh	BAZ2B block	POLI inh
31	.	0%	-24%	-12%
32	10%	-6%	-29%	47%[activator]
33	.	0%	-2%	-27%
34	.	-3%	-13%	21%
35	3%	-1%	1%	11%
36	9%	-3%	5%	-7%
37	16%	-5%	-15%	2%
38	46%[activator]	5%	-26%	-6%
39	47%[activator]	-6%	-2%	66%[activator]
40	4%	-10%	0%	14%
41	33%	-6%	-2%	139%[activator]
42	-1%	-4%	-1%	13%

Looked up one by one from above, 3 records:
no.	mol	Pol eta inh	G9a block	POLB inh	POLK inh	Apoferritin bind
6	Cc1cc(C)n(CCCC(=O)O)n1	14%	.	-2%	-5%	-2%
8	CCc1nnc(SCC(=O)Nc2nccs2)n1CC	2%	-2%	-26%	-10%	0%
37	O=c1cc(-c2ccccc2Cl)oc2c(NS(=O)(=O)c3ccccc3OC(F)(F)F)ccc(O)c12	-20%	27%[59 µM]	3%	2%	?

no.	APE1 inh	BLM helicase inh	BAZ2B block	POLI inh
6	1%	-4%	-11%	60%[activator]
8	12%	-7%	-12%	28%
37	16%	-5%	-15%	2%

Screening results as filed in PubChem.
